Screens as filed in PubChem BioAssay.
ELG1 DNA repair: blocks ELG1-dependent DNA repair in HEK293T cells; AID 504467; HEK293T ELG1-luciferase reporter, luminescence, 16 h; DNA damage induced by 5-fluorouridine; Potency, µM (top dose mostly 46.1 µM), without a hit: at the top dose activity change, negative = inhibition, most hits filed as inhibitors; 330,000 tested, 2.3% active; also: potency is read from the fitted curve at half-maximal effect; % is scaled to controls: 0 for no effect and ±100 for the full control effect; nearly all actives have a fitted effect of over 55% in size
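HEK293T cells expressing luciferase-tagged ELG1 (2,000/well) received 5-Fluorouridine plus compound or DMSO for 16 hr at 37 °C. Luciferase was read by ONE-Glo luminescence after 30 min at room temperature.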
BRCA1 expr act: BRCA1 expression activation; 380,000 tested, 1.1% active; Potency, µM (series often up to 46.1 µM), for the others: top-dose activation, usual class: activators; MCF7-BRCA1-FFLuc reporter, luminescence, 48 h; response scale: scaled: vehicle 0%, 10 µM genistein 100%; also: potency is read from the fitted curve at half-maximal effect; nearly all actives have a fitted effect of over 80% in size; some results filed as inactive show a strong effect at the top dose
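Cells: MCF7-BRCA1-FFLuc, 2000/well. Exposure: 48 h, 37 °C, 5% CO2. Read: luminescence, 15 min post-substrate. Controls: genistein 10 microM (maximal activation), DMSO (neutral).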
TRPV1 ag: agonists of human vanilloid receptor 1 (TRPV1); Q8NER1; TRPV1-expressing cells, Fluo-8 calcium influx, agonist mode; activation, % at 8.33 µM; 320,000 tested, 0.19% active; in the data active = activation above about 80%; inconclusive = between about 30% and that limit; also: 0% is about no effect
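TRPV1-expressing cells were cultured overnight at 35.5C and loaded with Fluo-8 calcium dye for 40 to 90 min at room temperature. After a 10 s baseline, compound was added and calcium influx was read kinetically for 3 min (ex 480/em 520 nm).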
B2AR arrestin: recruits beta-arrestin to the human beta2-adrenergic receptor; P07550; beta-arrestin recruitment to beta2AR, cell-based reporter; Potency, µM (top dose mostly 46.1 µM), for the others: at the top dose activation, most hits filed as activators; 330,000 tested, 0.02% active;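 also: potency is read from the fitted curve at half-maximal effect; 0% = DMSO controls and full agonism = EC100 isoproterenol or metaproterenol; nearly all actives have a fitted effect of over 65% in size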
Target sequence (P07550 whole entry, looked up): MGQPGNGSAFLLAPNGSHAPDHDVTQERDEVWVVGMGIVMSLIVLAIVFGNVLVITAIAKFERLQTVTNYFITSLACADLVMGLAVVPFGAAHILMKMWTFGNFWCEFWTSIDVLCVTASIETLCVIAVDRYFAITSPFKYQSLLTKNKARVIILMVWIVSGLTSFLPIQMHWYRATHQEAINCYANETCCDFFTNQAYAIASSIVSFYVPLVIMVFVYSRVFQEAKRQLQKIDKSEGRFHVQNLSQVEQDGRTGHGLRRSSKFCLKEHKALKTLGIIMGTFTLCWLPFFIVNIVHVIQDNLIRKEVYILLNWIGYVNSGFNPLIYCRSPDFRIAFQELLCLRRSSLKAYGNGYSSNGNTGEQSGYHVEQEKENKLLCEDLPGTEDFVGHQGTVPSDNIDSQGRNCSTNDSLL
p53 reactivation: restores transcriptional activity of mutant p53 | H1299 p53-A138V BP100-luciferase reporter, luminescence, 24 h | Potency, µM (highest dose often 92.2 µM), inactives show at the top dose activity change, positive = activation, actives largely listed as activators | 320,000 tested, 0.063% active; also: potency is read from the fitted curve at half-maximal effect; % of control where 0% means no effect; nearly all actives have a fitted effect of over 45% in size
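H1299 (p53-null), stable ts p53-A138V + BP100-Luc; 1000 cells/well, Opti-MEM/10% FBS; cpd 4 pt, 1:5; 24 h, 37 deg C, 5% CO2; detection reagent 10 min RT; luminescence.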
AT treatment: potential ataxia-telangiectasia treatments restoring KAP-1 phosphorylation; […] A-T fibroblasts, KAP-1 phosphorylation AlphaLISA; neocarzinostatin DNA damage 30 min before lysis; Potency, µM (highest dose often 57.5 µM), for the others: top-dose activation, usual class: activators; 320,000 tested, 0.19% active; AID 485349; also: potency is read from the fitted curve at half-maximal effect; % of control where 0% means no effect; nearly all actives have a fitted effect of over 45% in size
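ATM-like activity read as KAP-1 phosphorylation via AlphaLISA donor/acceptor antibody pairs after lysis and 6 hr at 25C. Cells were ATM-null patient fibroblasts ([…], hTERT), dosed 60 min, then exposed to the DSB inducer NCS for 30 min.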
CXXC DNA block: inhibitors of human MLL CXXC domain-DNA interaction; Q03164; MLL-CXXC / FITC-HOXA9 DNA fluorescence polarization; Potency, µM (doses to about 115 µM), for the others: top-dose activity change, negative = inhibition, most hits filed as inhibitors; 290,000 tested, 0.037% active; AID 2662; active = well fitted inhibition curve with a large enough effect in the polarisation, with a control signal flat, not every such curve was filed as active; inconclusive = small, poorly fitted or top-dose-only effect, or effect the other way, or a change in a side signal; inactive = no such curve, though single readings can be large or run the other way; the % refers to the polarisation; also: potency is read from the fitted curve at half-maximal effect
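Fluorescence polarization: 7 uM MLL-CXXC (stock) preincubated 5 min with compounds, then 50 nM fluorescein-HOX-A9 DNA (stock) added; 30 min ambient. Buffer 50 mM Tris-HCl pH 7.5, 50 mM NaCl, 1 mM DTT, 0.05% BSA.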
Integrin act MD: integrin-mediated muscular dystrophy alleviation activation | alpha7betagal myoblasts, beta-gal FDG fluorescence, 48 h | Potency, µM (series often up to 38.3 µM), inactives show top-dose activation, most hits filed as activators | 350,000 tested, 0.064% active;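 also: potency is read from the fitted curve at half-maximal effect; 100% = response of the positive control SU9516; nearly all actives have a fitted effect of over 60% in size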
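Alpha7betagal+/- myoblasts (passage 13) were plated 16-24 hr, then exposed to compounds (1:260 dilution of DMSO stock) for 48 hours at 37C. After MPER lysis, β-galactosidase reporter activity was read as FDG fluorescence (ex 480/em 540) after 30 minutes.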
TCR activator: activates T cell receptor signaling; primary human leukocytes, anti-CD3, IL-2 HTRF, 48 h; Potency, µM (doses to about 9.22 µM), for inactives: top-dose activation of IL-2 secretion, hits mostly activators; 330,000 tested, under 10 active; AID 504894; also: % of control where 0% means no effect
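HTRF read-out of IL-2 secretion: europium cryptate donor excited at 320nm, d2 acceptor emission at 665nm. Cells were primary human leukocytes incubated 48 hr with compounds and a-CD3 beads, supplying TCR signal only.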
TSG101-PTAP inh: blocks PTAP/TSG101 interaction to inhibit HIV-1 budding; Q99816; Fluorescence polarization, FITC-PTAP peptide / Tsg101 binding; Potency, µM (top dose mostly 115 µM), for the others: at the top dose activity change, negative = inhibition, actives largely listed as inhibitors; 340,000 tested, under 10 active; AID 493005; active = well fitted inhibition curve with a large enough effect in the main read-out, with a control signal flat, not every such curve was filed as active; inconclusive = small, poorly fitted or top-dose-only effect, or effect the other way, or a change in a side signal; inactive = no such curve, though single readings can be large or run the other way; also: potency is read from the fitted curve at half-maximal effect; % of control where 0% means no effect
Target sequence (Q99816 whole entry, looked up): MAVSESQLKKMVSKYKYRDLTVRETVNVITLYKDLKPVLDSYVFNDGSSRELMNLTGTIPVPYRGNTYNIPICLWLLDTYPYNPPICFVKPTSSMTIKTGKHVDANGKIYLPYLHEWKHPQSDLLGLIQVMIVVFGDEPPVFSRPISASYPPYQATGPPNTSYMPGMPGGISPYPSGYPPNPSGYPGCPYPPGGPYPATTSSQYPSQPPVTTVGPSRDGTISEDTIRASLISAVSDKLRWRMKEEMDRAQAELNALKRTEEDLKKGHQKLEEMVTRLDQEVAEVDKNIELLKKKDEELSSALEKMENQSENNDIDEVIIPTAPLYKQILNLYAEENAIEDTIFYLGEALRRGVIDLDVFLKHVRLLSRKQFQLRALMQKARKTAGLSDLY
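FP read-out: FITC-PTAP peptide, 50 nM final, binding Tsg101 binding domain, 10 uM final; 20 min, r.t.; 10 mM HEPES pH 7.5, 0.15 M NaCl, 0.01% Tween 20, 3 mM EDTA, 0.1 mM TCEP.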
* = called active by the depositor; ? = inconclusive; · = not tested or not shown; [ ] = another dose, or the depositor's remark. Unless noted, calls follow the shape of the dose curve; as a rule, active = well fitted curve in the direction sought with a large enough effect; inconclusive = small, poorly fitted or top-dose-only effect, or another doubt; inactive = no such curve, though single readings can be large; an effect the other way counts as inactive or inconclusive.

Sequence of screens – ELG1 DNA repair | BRCA1 expr act | TRPV1 ag | B2AR arrestin | p53 reactivation | AT treatment | CXXC DNA block | Integrin act MD | TCR activator | TSG101-PTAP inh
Cc1c(OCC(N)=O)ccc2c(-c3ccccc3)cc(=O)oc12
    0% | 10% | 7 | 0.0% | 1% | -9% | 19% | -17% | 5% | 3%
COc1ccccc1-c1c(C)nn2c(C)cc(C)nc12
    20% | -6% | -3 | -0.3% | -3% | 4% | 6% | 14% | 2% | -4%
O=C(NNC(=O)c1ccccc1-n1cccc1)c1ccc(Cl)cc1Cl
    2% | -12% | 1 | -0.3% | 1% | -9% | -5% | 3% | -4% | -3%
CC(O)CN1CCN(C(=O)CN2C(=O)NC(c3ccccc3)(c3ccccc3)C2=O)CC1 (stereo unspecified)
    -5% | 2% | -3 | -0.7% | ? | 11% | 21% | -39% | -1% | -9%
CCCOc1ccc(CSC(=N)N)cc1C(=O)OC
    -2% | -24% | 5 | -0.7% | 4% | 5% | -3% | -7% | 6% | -8%
Cc1cccc(C(C#N)c2ccc(Cl)nn2)c1 (stereo unspecified)
    10% | -1% | 7 | 0.4% | 11% | -7% | 7% | 0% | 5% | -3%
Cc1cc(S(=O)(=O)NCC(c2ccc3c(c2)OCO3)N2CCOCC2)ccc1F (stereo unspecified)
    ? | -5% | 4 | 0.1% | -3% | 16% | · | -6% | 5% | 1%
O=C(C1CCN(c2ncnc3c2nc2n3CCCCC2)CC1)N1CCCCC1
    0% | -22% | 2 | 0.1% | -5% | -18% | 1% | -40% | -18% | 1%
COc1ccc(/C=N/OC(=O)c2ccc(Cl)cc2)c(Cl)c1OC
    13% | 4% | 10 | 0.5% | -1% | 5% | 0% | -22% | 0% | -2%
CCn1c(CNc2ccc(Cl)cc2)nnc1SCC#N
    0% | -47% | -1 | -0.4% | -3% | -1% | 7% | 8% | -1% | -5%
CCN(CC)S(=O)(=O)c1cc(C(=O)OCC(=O)c2ccc3c(c2)NC(=O)CO3)ccc1Cl
    · | 5%[1.84 µM] | 1 | · | · | · | 1% | 3% | 0% | 1%
CC(=O)Oc1ccc(/C=C2/SC(=S)N(Cc3ccccc3)C2=O)cc1
    8% | -22% | 1 | 0.4% | 4% | 10% | ? | 11% | -2% | -26%
COC(=O)COc1ccc(NC(=O)C2CCCO2)cc1 (stereo unspecified)
    ? | 2% | 0 | 0.0% | 0% | 6% | -1% | 17% | 11% | -6%
O=C(COC(=O)c1ccc(F)c(S(=O)(=O)N2CCOCC2)c1)c1ccc(Cl)cc1
    10% | 5% | 8 | 0.0% | -2% | 1% | · | 0% | -22% | -1%
CCCn1c(CC)nc([N+](=O)[O-])c1Sc1ccc(C)cc1
    ? | -16% | 1 | -0.5% | ? | 0% | 1% | -57%[inhibitor] | -2% | -5%
Cn1nc(-c2ccc(C(=O)NCCO)cc2)c2ccccc2c1=O
    ? | -15% | -4 | 5.6µM* | -4% | 13% | -3% | 27% | 1% | -7%
O=C(NCc1ccccn1)c1cc(-c2ccccc2)nc2ccccc12
    ? | -3% | 0 | -0.2% | 0% | -1% | -6% | -4% | -3%[46.1 µM] | 3%
CCCCCCC(=O)OCC(=O)c1ccc2c(c1)NC(=O)CO2
    -13% | 9% | 16 | 0.4% | -1% | 0% | -6% | 6% | · | 0%
O=C(c1ccc(OC2CCN(Cc3ccccc3C(F)(F)F)CC2)cc1)N1CCCCC1
    ? | -77% | 24 | -0.1% | 4% | 1% | 5% | -41% | 15% | 0%
COc1ccc(C)cc1NCc1cccc(OC)c1OC
    7% | -3% | -1 | -0.1% | 0% | -2% | 4% | -31%[7.66 µM] | 12% | 0%
O=C1c2ccccc2NC(c2ccccn2)N1c1ccccc1F (stereo unspecified)
    -5% | 4% | -1 | -0.5% | 3% | · | -13% | 19% | ? | -7%
CCN1C(=O)[C@H]2[C@@H](c3ccc(-c4ccccc4)cc3)N3CCC[C@@]3(C(=O)OC)[C@H]2C1=O
    ? | 34% | -2 | -2.7% | 27% | 29% | · | 24% | 4% | -9%
COc1ccc(-n2c(C)c(C)c3c(NCCCO)ncnc32)cc1
    ? | 73% | 0 | 0.0% | 8% | -6% | ? | 0% | -3% | -2%
CC(=O)Nc1c(NC(C)(C)C)c2ccccc2oc1=O
    3% | 1% | 1 | -0.5% | 0% | -5% | -10% | 16% | 4% | -2%
CC(C)CNC(=S)N1CCN(Cc2ccc3c(c2)OCO3)CC1
    -18% | -32% | 15 | 0.2% | -2% | 2% | -14% | 12% | 0% | 0%
COc1ccccc1Nc1ncc(C(=O)N2CCC(C(N)=O)CC2)c2ccccc12
    0% | -3% | 4 | -0.2% | -7% | 6% | 6% | 12% | 8% | 44%[activator]
CCOC(=O)C1CCN(C(=O)CCCCn2c(=O)[nH]c3ccccc3c2=O)CC1
    -11% | 6% | -1 | 0.0% | 4% | · | 5% | 1% | 4%[46.1 µM] | -4%
CCC1Oc2nc(SC)nnc2-c2ccccc2N1C(=O)c1ccccc1 (stereo unspecified)
    -15% | -38% | -2 | -0.3% | 0% | -6% | -5% | -11% | 3% | -5%
CCCCN1C(Nc2ccccc2)=NC[C@@H]1C
    7% | 3% | 0 | 0.1% | -8% | 7% | · | -34% | -3% | 0%
CCOC(=O)N1CCN(S(=O)(=O)c2c(C)nc3scc(C)n3c2=O)CC1
    21% | -3% | ? | 0.5% | 0% | 11% | 0% | 11% | 0% | 0%

Four records picked at random from those above, as already listed:
Sequence of screens – ELG1 DNA repair | BRCA1 expr act | TRPV1 ag | B2AR arrestin | p53 reactivation | AT treatment | CXXC DNA block | Integrin act MD | TCR activator | TSG101-PTAP inh
CCCCN1C(Nc2ccccc2)=NC[C@@H]1C
    7% | 3% | 0 | 0.1% | -8% | 7% | · | -34% | -3% | 0%
CCC1Oc2nc(SC)nnc2-c2ccccc2N1C(=O)c1ccccc1 (stereo unspecified)
    -15% | -38% | -2 | -0.3% | 0% | -6% | -5% | -11% | 3% | -5%
CC(=O)Nc1c(NC(C)(C)C)c2ccccc2oc1=O
    3% | 1% | 1 | -0.5% | 0% | -5% | -10% | 16% | 4% | -2%
CCOC(=O)N1CCN(S(=O)(=O)c2c(C)nc3scc(C)n3c2=O)CC1
    21% | -3% | ? | 0.5% | 0% | 11% | 0% | 11% | 0% | 0%

(next part)
Sequence of screens – ELG1 DNA repair | BRCA1 expr act | TRPV1 ag | B2AR arrestin | p53 reactivation | AT treatment | CXXC DNA block | Integrin act MD | TCR activator | TSG101-PTAP inh
Clc1ncc(CN2CCN(c3ccccc3)CC2)s1
    -13% | -9% | 2 | -0.2% | 18% | -3% | ? | 3% | -6% | -6%
Cc1cc([N+](=O)[O-])c(C)cc1-c1ccc(/C=N/NC(=O)c2cccnc2)o1
    -16% | -12% | 3 | 0.3% | 3% | -1% | 2% | -1% | 3% | -3%
O=C(Nc1ccccc1)Nc1cccc(C(F)(F)F)c1
    -13% | 30% | ? | -0.3% | 7% | 8% | 9% | 6% | 5% | -3%
Cc1ccc2c(c1)cc(CN(C(=O)N1CCOCC1)C1CCCC1)c1nnnn12
    15% | 9% | -1 | -0.9% | 4% | 5% | ? | -1% | 5% | -1%
COc1ccc(C)cc1S(=O)(=O)N1CCCCC1
    -30% | 12% | 0 | 2.5% | -11% | 3% | 2% | 1% | -1%[46.1 µM] | -7%
C=CCNc1nc(C(=O)OCC(=O)Nc2ccc(S(N)(=O)=O)cc2)cs1
    -2% | 0% | -4 | -0.1% | 7% | 2% | · | 3% | 5% | -8%
Cc1cc(C)c(C)c(S(=O)(=O)N2CCN(Cc3nc4ccccc4[nH]3)CC2)c1C
    ? | -35% | 1 | 5.5% | -2% | 16% | 2% | -3% | · | ·
CC(C)(C)NC(=O)CSc1nc2[nH]ncc2c(=O)[nH]1
    4% | -15% | 1 | -0.2% | -2% | -3% | 0% | 8% | -4% | -1%
Cc1cc(C)c(C#N)c(SCC(=O)C(C)(C)C)n1
    ? | -3% | -4 | -0.7% | 1% | 14% | -6% | 16% | 4% | -12%
O=C(Nc1nccs1)c1cc(Cl)nc2ccccc12
    -21% | -39% | · | -0.9% | -3% | -6% | -22% | -31% | 4% | -3%
CC1CN(S(=O)(=O)c2ccccc2)CC(C)O1 (stereo unspecified)
    10% | 6% | 1 | 0.0% | -3% | 4% | -7% | 2% | -1% | -7%
